# KCNQ2 block: KCNQ2 channel blockers in CHO-K1 cells – cell-based, FluxOR thallium flux, B-score, primary screen (AID 2156); O88943; 20 min; hits give low values; B-score at 10 µM; actives 1.1% (n = 310,000);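 active = fluorescence ratio B-score at most minus 3 library SDs, with starting brightness B-score within 2 library SDs, cut at about -5.5 in these data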
# CHT block: inhibits the human high affinity choline transporter; CHT-expressing cells, membrane potential dye, choline response; hits give low values; Q9GZV3; actives 0.86% (n = 310,000); AID 488975; B-score at 10 µM;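 active = B-score over 3 SD under the library average, and starting fluorescence ratio not unusually high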;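 note: choline stimulus applied at its EC90 after an EC20 pre-addition; B-score computed on integrated fluorescence ratio after choline addition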
# Target sequence (Q9GZV3 whole entry, looked up): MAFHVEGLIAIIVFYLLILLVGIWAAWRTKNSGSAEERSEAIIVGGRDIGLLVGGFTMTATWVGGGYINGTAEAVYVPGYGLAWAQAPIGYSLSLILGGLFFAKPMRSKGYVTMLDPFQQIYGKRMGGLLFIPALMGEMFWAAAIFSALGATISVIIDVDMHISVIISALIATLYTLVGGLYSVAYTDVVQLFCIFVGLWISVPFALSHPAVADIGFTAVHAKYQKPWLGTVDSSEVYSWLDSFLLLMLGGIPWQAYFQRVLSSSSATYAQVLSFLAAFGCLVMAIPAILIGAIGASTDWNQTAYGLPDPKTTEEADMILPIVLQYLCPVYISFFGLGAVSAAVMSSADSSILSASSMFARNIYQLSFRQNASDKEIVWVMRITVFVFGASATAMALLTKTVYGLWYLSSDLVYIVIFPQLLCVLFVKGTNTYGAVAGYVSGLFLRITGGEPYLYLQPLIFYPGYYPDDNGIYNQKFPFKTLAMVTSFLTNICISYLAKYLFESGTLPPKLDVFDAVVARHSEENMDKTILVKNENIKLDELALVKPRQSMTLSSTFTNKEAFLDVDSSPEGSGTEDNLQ
# Kir21 block: blocks the mouse Kir2.1 inward-rectifier potassium channel; HEK293-Kir2.1, FluxOR thallium flux fluorescence; hits give low values; B-score at 10 µM; actives 0.85% (n = 310,000); AID 1672;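 active = fluorescence ratio B-score at or below minus 3 SD of library scores, with starting-brightness B-score within 2 SD, cut at about -4.2 in these data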;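 note: channel flux triggered by added potassium and thallium sulfate stimulus; B-score of peak minus minimum fluorescence over baseline after thallium stimulus; more negative B-score means stronger Kir2.1 block with less thallium influx; some compounds called inactive have numbers as strong as hits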
# Target sequence (P35561 whole entry, looked up): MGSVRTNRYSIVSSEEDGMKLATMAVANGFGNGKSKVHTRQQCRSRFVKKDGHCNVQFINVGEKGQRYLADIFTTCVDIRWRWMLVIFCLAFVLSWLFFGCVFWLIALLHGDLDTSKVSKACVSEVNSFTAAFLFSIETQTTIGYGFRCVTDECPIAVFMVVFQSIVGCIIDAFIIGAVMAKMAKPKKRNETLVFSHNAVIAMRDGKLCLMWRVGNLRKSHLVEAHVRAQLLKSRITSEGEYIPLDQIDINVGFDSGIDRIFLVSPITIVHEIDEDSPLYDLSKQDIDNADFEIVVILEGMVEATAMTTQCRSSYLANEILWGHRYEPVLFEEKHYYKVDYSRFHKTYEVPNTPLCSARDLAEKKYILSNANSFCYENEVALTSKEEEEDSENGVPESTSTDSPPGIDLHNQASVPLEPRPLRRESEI
# An asterisk follows results filed as active; i = inactive; x = no result given.
SMILES	KCNQ2 block	CHT block	Kir21 block
CC(=O)NC(CC(=O)NNC(=O)c1cccs1)c1ccccc1 (stereo not given)	i	i	1.6
C=CCn1c(=O)c2c(nc3n2CCS3)n(C)c1=O	i	i	-0.59
CC1CN(c2ccc([N+](=O)[O-])cc2Cl)CCN1S(C)(=O)=O (stereo not given)	i	i	0.22
CC1=Nn2c(nnc2-c2ccccn2)SC1	i	i	-0.63
C=CCN(C(=O)CCC(=O)Nc1cc(C)on1)C(C(=O)NC1CCCC1)c1cccnc1 (stereo not given)	i	i	-0.06
COc1ccc2nc(N3CCCC(C(=O)NCCc4ccc(OC)c(OC)c4)C3)sc2c1 (stereo not given)	i	i	0.64
COc1c(Br)cc(Br)cc1/C=N/n1c(C)nnc1C	i	i	0.39
O=C(Nc1cccc2cccnc12)c1cccc(Cl)c1	i	i	-0.26
CCN(CC(=O)Nc1ccccc1C(F)(F)F)C(=O)CCS(=O)(=O)c1ccc(Cl)cc1	i	i	-1.1
COc1ccc(S(=O)(=O)N(CC(=O)NCC2CCCO2)c2ccc(F)cc2)cc1OC (stereo not given)	i	i	-0.25
COc1ccc(OC)c(S(=O)(=O)N2CCC(C(=O)NCCC3=CCCCC3)CC2)c1	i	i	-1.5
COc1ccc(C2CC(c3cc(OC)ccc3OC)n3nnnc3N2)cc1 (stereo not given)	i	i	0.45
Cc1cc(S(=O)(=O)Nc2cc(C)c(O)c(C)c2)c(C)s1	i	i	-6.7*
CC(=O)NCC1=C(NC(C)=O)C2CC1C(C)(C)C2C (stereo not given)	i	i	0.29
CCOc1cc(C(=O)NCCCNC(=O)c2cc(OCC)c(OCC)c(OCC)c2)cc(OCC)c1OCC	i	i	1.2
CCOC(=O)Cc1csc(NC(=O)/C=C/c2ccc(Br)o2)n1	i	i	0.04
C=CCSc1nnc(-c2nnc(SCC=C)n2CC)n1CC	i	i	-1.5
Cc1cccc(-c2noc(CCCC(=O)NCC3CCCO3)n2)c1 (stereo not given)	i	i	2
CC(C)n1c(SCC(=O)Nc2nc3ccccc3s2)nc2c1c(=O)n(C)c(=O)n2C	i	i	1.6
CCCn1c(NCc2ccc3c(c2)OCO3)nc2ccccc21	i	i	-2.2
CCN1CCN(c2nc3ccccc3nc2C(C#N)C(=O)OCc2ccccc2)CC1 (stereo not given)	i	i	-3
CC1CCCCN1S(=O)(=O)c1ccc(C(=O)Nc2sccc2C(N)=O)cc1 (stereo not given)	i	i	0.49
Cc1nc2cc(F)ccc2n1C1CCN(C(=O)c2ccc(F)cc2F)CC1	i	i	-0.19
O=C(CCN1c2ccccc2Sc2ccccc21)Nc1ccccc1	i	i	1
O=C(NNS(=O)(=O)c1ccc(F)cc1)c1ccc2c(c1)OCO2	i	i	0.31
NC(=O)CC(NC(=O)c1ccccc1)c1ccc(NCCN2CCCCC2)c([N+](=O)[O-])c1 (stereo not given)	i	i	-2
O=C(N/N=C/c1ccco1)c1cccc([N+](=O)[O-])c1	i	i	0.26
CCc1c(C)sc(NC(=O)OC)c1C(=O)N1CCOCC1	i	i	0.03
Cc1c(/C=N\NC(=O)c2csc3ccccc23)cnn1C	i	i	-0.35
O=C(CNC(=O)c1cccc(Br)c1)N/N=C/c1cc(Br)cc(Br)c1O	i	i	0.84

# A second format for some results above:
Cc1cccc(-c2noc(CCCC(=O)NCC3CCCO3)n2)c1 (stereo not given)
  KCNQ2 block: i
  CHT block: i
  Kir21 block: 2
CC(C)n1c(SCC(=O)Nc2nc3ccccc3s2)nc2c1c(=O)n(C)c(=O)n2C
  KCNQ2 block: i
  CHT block: i
  Kir21 block: 1.6
CCCn1c(NCc2ccc3c(c2)OCO3)nc2ccccc21
  KCNQ2 block: i
  CHT block: i
  Kir21 block: -2.2
CCN1CCN(c2nc3ccccc3nc2C(C#N)C(=O)OCc2ccccc2)CC1 (stereo not given)
  KCNQ2 block: i
  CHT block: i
  Kir21 block: -3

# Other entries follow.
SMILES	KCNQ2 block	CHT block	Kir21 block
COc1ccc(/C=C2\SC(=NCc3ccccc3)NC2=O)cc1	i	i	1.2
CC(=O)c1cccc(NC(=O)C2CCCN(S(C)(=O)=O)C2)c1 (stereo not given)	i	i	-0.06
N#Cc1ccc(C23CC4CC(CC(C4)C2)C3)[nH]c1=O	i	i	-0.53
C/C(=N\Nc1nccnc1Cl)c1ccc(F)cc1	i	i	0.42
O=C(N/N=C/c1ccccn1)c1cc([N+](=O)[O-])cc([N+](=O)[O-])c1	i	i	-0.26
CSCc1ccc(C(=O)N2CCCC(Nc3ccc4c(c3)OCCO4)C2)o1 (stereo not given)	i	i	0.76
COc1ccc(NS(=O)(=O)c2cc(NC(=O)CC(=O)c3ccc([N+](=O)[O-])cc3)ccc2C)cc1	i	i	0.46
COc1c(O)cc2c(c1O)C(=O)CC(c1ccccc1)O2 (stereo not given)	i	x	0.73
O=C(NCC1CCCO1)c1nn2c(C(F)(F)F)cc(-c3cc(Br)cs3)nc2c1Br (stereo not given)	i	i	0.16
Cc1ccc(SC(C)C(=O)NCCC2=CCCCC2)cc1 (stereo not given)	i	i	-2.4
CCOC(=O)c1ccc(N2C(=O)CC(N(C)CCc3ccc(OC)c(OC)c3)C2=O)cc1 (stereo not given)	i	i	-2.1
COc1ccc(N(C(=O)Cn2nnc(-c3ccc(Cl)cc3)n2)C(C(=O)NCC2CCCO2)c2ccc(C)cc2)cc1 (stereo not given)	i	i	-1.3
COc1cccc(N2CCN(C(=O)c3ccc(CS(=O)Cc4ccc(Cl)cc4)o3)CC2)c1 (stereo not given)	i	i	0.52
CCOc1ccc(/C=N/OCC(=O)Nc2cc(S(=O)(=O)N3CCOCC3)ccc2OC)cc1	i	i	-0.34
Cc1ccc(-c2csc3ncn(CC#N)c(=O)c23)cc1	i	-5.6*	0.33
COC1=CC(=O)C(O)=C(CCCCCCC/C=C/CCCCCCCC2=C(O)C(=O)C=C(OC)C2=O)C1=O	-6.6*	i	-3.1
O=C(NCc1ccco1)c1cc2ccc(O)cc2oc1=O	i	i	-0.72
O=C(CCCc1c[nH]c2ccccc12)NCc1ccc2c(c1)OCO2	i	i	-0.3
COC(C[C@@H]1O[C@@H]1C(=O)COCc1ccccc1)OC	i	x	-0.09
O=C(NCc1ccco1)c1cc2sccc2n1Cc1ccc(F)cc1	i	i	-0.59
NS(=O)(=O)c1ccc(NC(=S)N2CCN(c3ccccc3)CC2)cc1	i	i	0.09
Cn1cc(SCC(=O)Nc2nc3ccccc3s2)c2ccccc21	i	i	-0.34
O=C(Oc1ccc(NC(=O)c2cc3c(cc2Br)OCO3)cc1)c1ccccc1	i	i	-0.41
Cc1ccc(NC(=O)N2CCC(c3nc4c(nnn4Cc4cccc(Cl)c4)c(=O)[nH]3)CC2)cc1	i	i	1.2
O=C(COC(=O)c1cccc(O)c1)c1ccccc1	i	i	-0.29
Cc1ccc2[nH]cc(CCNC(=O)Nc3ccccc3)c2c1	i	i	-3
CCCNC(=O)c1c(O)c2cccc3c2n(c1=O)CCC3	i	i	0.15
O=C(c1cc2cc(Br)ccc2o1)N1CCCC1	i	i	-0.64
Cc1ccc(CNC(=O)CCS(=O)(=O)Cc2ccc(C)cc2)cc1	i	i	0.39
O=C(Nn1c(SCc2ccc([N+](=O)[O-])cc2)nc2ccccc2c1=O)c1ccc(F)cc1	i	i	2.9
C/C(=N\NC(=O)COc1cccc(Cl)c1)c1ccc2c(c1)OCCO2	i	i	0.2
COc1ccccc1N1CCN(C(=O)c2sc3nc(-c4ccc(F)cc4)cn3c2C)CC1	i	i	0.62
C=CCN1C(=O)CN=C1NCc1ccccc1	i	i	-1.4
Cc1ccc(Nc2nc3ccccc3o2)cc1F	i	i	-0.57
Cc1cc(OCC(=O)NC(C)(C)C)ccc1Cl	i	i	-0.71
CCc1nnc(NC(=O)C2COc3ccccc3O2)s1 (stereo not given)	i	i	-0.66
COc1ccc(CCNC(=O)c2ccncc2)cc1OC	i	i	-0.62
Cc1noc(C)c1COC(=O)COc1ccc(C#N)cc1	i	i	0
CCC1CCCCN1S(=O)(=O)c1ccc(S(=O)(=O)N(Cc2ccccn2)CC2CCCO2)cc1 (stereo not given)	i	i	0.5
CC(C)(C(=O)c1ccccc1)/[N+]([O-])=C/c1ccccc1F	i	i	0.1
Cc1ccccc1OCCCn1c(CO)nc2ccccc21	i	i	-0.4
FC(F)(F)c1cccc(-c2nnc(-c3ccccc3)c(N3CCOCC3)n2)c1	i	i	-0.04
Cc1cccc(NC(=S)NNC(=O)c2ccccc2OC(F)F)c1	i	i	1.1
Cc1ccc2c(c1)C(=C(C#N)C#N)C(=O)N2CCN1CCOCC1	i	i	-0.36
COc1ccc(Cn2c(SCc3ccccc3C)nc3cc(OC)c(OC)cc3c2=N)cc1	i	i	0.03
Cn1c(=O)c([N+](=O)[O-])c(NCc2ccccc2Cl)c2ccccc21	i	i	2.1
COc1ccccc1/C=C/C=N/N1CCN(Cc2ccccc2)CC1	i	i	0.87
COc1cc(/C=C(/C#N)c2nc3ccccc3[nH]2)ccc1OCc1ccc(C(=O)O)o1	i	i	1.2
N#Cc1cc(C#N)c(SCC(=O)NCC2CCCO2)nc1N (stereo not given)	i	i	0.45
CCCOc1ccc(-c2c(C(=O)N/N=C(\C)c3ccncc3)nnn2-c2nonc2N)cc1	i	i	1.1
CCOC(=O)C1(CCCc2ccccc2)CCN(C(=O)CN2C(=O)CSC2=O)CC1	i	i	-1.2
COC(=O)c1cccc(NC(=O)c2ccc(S(=O)(=O)N3CCN(C)CC3)cc2)c1	i	-5.1*	0.69
CCN1C(=O)C(CC(=O)Nc2c(C)cccc2C)Nc2cc(S(=O)(=O)N(C)C)ccc21 (stereo not given)	i	i	0.6
Cc1ccn(-c2n[nH]c(C)c2[N+](=O)[O-])n1	i	i	-0.02
COc1ccc(C(CNC(=O)c2oc3ccc(Br)cc3c2C)N2CCCCC2)cc1 (stereo not given)	-6.2*	i	1.3
CN(C1CCCCC1)S(=O)(=O)c1ccc(NC(=O)C2CCCCC2C(=O)O)cc1 (stereo not given)	i	i	2.3
O=C(CNc1cccc(S(=O)(=O)N2CCCCC2)c1)Nc1ccccc1F	i	i	-2.5
O=C(/C=C\Nc1cccc(F)c1)c1cccs1	i	i	0.03
O=C(CCCNC(=O)c1ccc(Cl)cc1)NCc1ccc(F)cc1	i	i	-0.24
Cc1ccc(/C=N/NC(=O)c2cccs2)s1	i	i	0.94

# The results go on.
SMILES	KCNQ2 block	CHT block	Kir21 block
CCOC(=O)c1sc2nc(CSCC(=O)OCc3ccc(C(=O)OC)o3)[nH]c(=O)c2c1C	i	i	0.01
O=C(NNC(=O)C1CCC1)c1ccccc1F	i	i	0.16
CCOC(=O)c1cnc(-n2nc(C)cc2C)nc1NC1CCCCC1	-8.9*	i	1.8
C=CCNC(=O)Cc1c(OC)ccc2cc(Br)ccc12	i	i	0.05
COc1ccccc1C1C2=C(CC(C)(C)CC2=O)N(CC(=O)O)C2=C1C(=O)CC(C)(C)C2	i	i	0.11
CC(C)CC(=O)Nc1nnc(S(=O)(=O)N2CCc3ccccc32)s1	i	i	0.85
O=C(N/N=C/c1ccc(O)cc1)c1csc2ccccc12	i	i	-0.14
C=CCc1cccc(/C=N/NC(=O)c2ccccc2Br)c1O	i	i	-0.64
O=C(CC(c1ccccc1)c1cc(Cl)ccc1O)N1CCCC1 (stereo not given)	i	i	-1
COc1cc(OC)cc(-c2nc(N)n[nH]2)c1	i	i	-0.14
CN1C(=O)CC(N2CCN(c3ncccn3)CC2)C1=O (stereo not given)	i	i	0.13
CC1CCN(CC(=O)N2CCc3ccccc32)CC1	i	i	0.21
COc1ccccc1CN1CC(C(=O)N(C)Cc2[nH]c3ccccc3c2C)CCC1=O (stereo not given)	i	i	0.24
N#CCOc1ccccc1/C=C/c1nc2ccccc2c(=O)[nH]1	i	i	0.98
O=C(COc1cccc2ccccc12)Nc1ccc(Cl)cc1C(=O)O	i	-7.3*	0.51
CN1C(C(=O)NCC2CC2)CC2Cn3c(nc4cc5ccccc5cc43)C21 (stereo not given)	i	i	-0.09
COc1ccc(C(=O)N/C(=C\c2cn(C)c3ccccc23)C(=O)NCCCn2ccnc2)cc1	i	i	-2.6
CC(=O)c1ccc(NC(=O)CSc2nc(=O)n(CCN3CCOCC3)c3c2CCC3)cc1	i	i	1.2
COc1ccccc1-c1ccc(Nc2cccc(C(C)=O)c2)nn1	i	i	0.49
NS(=O)(=O)c1ccc(NC(=S)NCc2ccco2)cc1	i	i	-0.73
CC(=O)c1ccc(OCc2ncc(C(F)(F)F)cc2Cl)cc1	i	i	-0.47
COc1ccc(C(=O)N/C(=C/c2ccco2)C(=O)NCc2ccco2)cc1	i	i	1.7
COc1ccc(NC(=S)N2CCCC2)cc1OC	i	i	-0.97
O=C(OCn1nnc2ccccc2c1=O)c1cc(-c2ccccc2Cl)nc2ccccc12	i	i	1.2
Clc1cc(Cl)c2nc(N3CCOCC3)sc2c1	i	i	0.2
